# RORg inh = blocks mouse ROR gamma transcriptional activity; P51450; Drosophila S2 Gal4-RORgamma UAS-luciferase reporter, 20 h; Potency, µM (highest dose often 53.6 µM), for inactives: top-dose activity change, negative = inhibition, hits mostly inhibitors; 310,000 tested, 5.4% active; also: potency is read from the fitted curve at half-maximal effect; % is scaled to controls: 0 for no effect and ±100 for the full control effect; nearly all actives have a fitted effect of over 60% in size
# Target sequence (P51450 whole entry, looked up, the tested form may be a part): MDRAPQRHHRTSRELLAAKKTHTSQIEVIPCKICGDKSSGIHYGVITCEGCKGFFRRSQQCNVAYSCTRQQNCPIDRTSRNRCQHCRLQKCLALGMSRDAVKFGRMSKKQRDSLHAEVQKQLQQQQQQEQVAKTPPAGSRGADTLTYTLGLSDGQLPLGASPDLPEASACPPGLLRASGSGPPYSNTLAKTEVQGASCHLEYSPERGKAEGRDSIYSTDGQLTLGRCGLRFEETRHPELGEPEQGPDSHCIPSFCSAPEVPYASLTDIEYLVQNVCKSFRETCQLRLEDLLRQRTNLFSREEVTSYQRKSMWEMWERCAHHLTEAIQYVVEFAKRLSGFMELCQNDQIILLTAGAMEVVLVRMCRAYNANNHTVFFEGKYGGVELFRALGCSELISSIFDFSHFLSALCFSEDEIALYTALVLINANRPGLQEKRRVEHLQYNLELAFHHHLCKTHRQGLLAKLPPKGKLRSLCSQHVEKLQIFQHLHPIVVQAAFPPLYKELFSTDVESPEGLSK
#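 Compounds are pin-transferred onto Drosophila Schneider cells expressing a copper-inducible Gal4–ROR gamma transactivation domain fusion. After 1 hr, copper sulfate is added to 700 uM final; luciferase is read 20 hr later.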
# Tb PFK inh = inhibitors of T. brucei phosphofructokinase; T. brucei PFK, ADP-Glo luminescence; Potency, µM (top dose mostly 57.5 µM), without a hit: at the top dose activity, negative = inhibition, usual class: inhibitors; 330,000 tested, 0.17% active; AID 485367;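 also: potency is read from the fitted curve at half-maximal effect; 0% = uninhibited 1x PFK enzyme wells and -100% = no-enzyme wells; nearly all actives have a fitted effect of over 60% in size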
# Target sequence (O15648 whole entry, looked up): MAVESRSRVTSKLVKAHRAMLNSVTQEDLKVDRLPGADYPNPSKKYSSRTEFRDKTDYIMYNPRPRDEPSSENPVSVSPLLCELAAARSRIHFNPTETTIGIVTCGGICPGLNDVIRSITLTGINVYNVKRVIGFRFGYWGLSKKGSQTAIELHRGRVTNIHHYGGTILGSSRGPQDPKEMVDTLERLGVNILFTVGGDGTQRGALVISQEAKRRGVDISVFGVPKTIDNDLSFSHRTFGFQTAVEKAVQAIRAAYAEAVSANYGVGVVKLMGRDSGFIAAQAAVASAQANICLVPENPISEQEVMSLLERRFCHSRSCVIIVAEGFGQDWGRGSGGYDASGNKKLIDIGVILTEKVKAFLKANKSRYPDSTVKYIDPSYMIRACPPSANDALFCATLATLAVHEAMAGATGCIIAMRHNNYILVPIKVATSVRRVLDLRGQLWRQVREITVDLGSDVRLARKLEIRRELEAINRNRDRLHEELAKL
#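 ADP-Glo luminescence quantified ADP after 45 min at room temperature, with 1.25 nM T. brucei PFK, 0.1 mM ATP and 0.5 mM fructose-6-phosphate in pH 8.0 TEA buffer. qHTS titrations up to 57 µM; curves classified by quality.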
# Rab9 prom act = Rab9 promoter activation. Huh7 Rab9 promoter-luciferase reporter, luminescence, 24 h. 320,000 tested, 2.8% active. Potency, µM (series often up to 9.22 µM), inactives show top-dose activation, negative = inhibition, hits mostly activators; also: potency is read from the fitted curve at half-maximal effect; % of control where 0% means no effect; nearly all actives have a fitted effect of over 60% in size
#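 Luminescence from Amplite-detected luciferase (10 minutes, ambient) reports Rab9 promoter activation. Before that, stable Rab9-luciferase Huh7 cells (1500/well, reduced-serum OP-MEM I plus 10% FBS) were exposed to compound for 24 hours at 37C.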
# Gal4-VP16 FLuc = counter-screen for ROR gamma inhibitors: Gal4-VP16 reporter. Drosophila S2 Gal4-VP16 UAS-luciferase, luminescence, 20 h. 310,000 tested, 3.5% active. Potency, µM (doses to about 53.6 µM), without a hit: top-dose activity, negative = inhibition, hits mostly inhibitors;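 also: Gal4-VP16 expression switched on by copper sulfate through the metallothionein promoter; potency is read from the fitted curve at half-maximal effect; % is scaled to controls: 0 for no effect and ±100 for the full control effect; nearly all actives have a fitted effect of over 50% in size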
# ELG1 genotoxic = induces genotoxicity in HEK293T cells with luciferase-tagged ELG1. HEK293T ELG1-luciferase reporter, luminescence, 16 h. Potency, µM (highest dose often 46 µM), for the others: at the highest dose activity change, positive = activation, most hits filed as activators. 330,000 tested, 1.3% active; also: potency is read from the fitted curve at half-maximal effect; % of control where 0% means no effect; nearly all actives have a fitted effect of over 60% in size
#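 Genotoxicity was scored as increased ELG1-luciferase reporter signal, measured by ONE-Glo luminescence (30 min, room temperature). Compound or vehicle exposure of the HEK293T reporter cells lasted 16 hr at 37°C.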
# NPC1 promoter act = NPC1 promoter activation. Huh7 NPC1 promoter luciferase reporter, 24 h. Potency, µM (doses to about 9.22 µM), without a hit: top-dose activation, hits mostly activators. 320,000 tested, 2.4% active. AID 485313;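 also: potency is read from the fitted curve at half-maximal effect; % of control where 0% means no effect; nearly all actives have a fitted effect of over 60% in size; reporter is driven by a mutant NPC1 promoter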
#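 Luciferase expression driven by the NPC1 promoter was measured in stably transfected Huh7 cells after a 24 h compound incubation, using a luciferase reagent and a luminescence read.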
# TRPV1 ag = human TRPV1 agonism; TRPV1-expressing cells, Fluo-8 calcium influx, agonist mode; activation, % at 8.33 µM; 320,000 tested, 0.19% active; AID 540275; in the data active = activation above about 80%; inconclusive = between about 30% and that limit; also: 0% is about no effect
#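 TRPV1-expressing cells were cultured overnight at 35.5C and loaded with Fluo-8 calcium dye for 40 to 90 min at room temperature. After a 10 s baseline, compound was added and calcium influx was read kinetically for 3 min (ex 480/em 520 nm).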
# BRCA1 expr act = BRCA1 expression activation; 380,000 tested, 1.1% active; Potency, µM (series often up to 46.1 µM), for inactives: at the top dose activation, usual class: activators; MCF7-BRCA1-FFLuc reporter, luminescence, 48 h; response scale: scaled: vehicle 0%, 10 µM genistein 100%; also: potency is read from the fitted curve at half-maximal effect; nearly all actives have a fitted effect of over 80% in size; some results filed as inactive show a strong effect at the top dose
#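 Compounds are tested at multiple concentrations on MCF7 BRCA1-luciferase reporter cells seeded at 2000 per well; after 48 h, a single luminescence end-point is taken and curves fitted to the normalized data.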
# ELG1 DNA repair = blocks ELG1-dependent DNA repair in HEK293T cells. HEK293T ELG1-luciferase reporter, luminescence, 16 h; DNA damage induced by 5-fluorouridine. Potency, µM (doses to about 46.1 µM), without a hit: top-dose activity change, negative = inhibition, actives largely listed as inhibitors. 330,000 tested, 2.3% active. AID 504467; also: potency is read from the fitted curve at half-maximal effect; % is scaled to controls: 0 for no effect and ±100 for the full control effect; nearly all actives have a fitted effect of over 55% in size
#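 Luminescence from the luciferase reporter, measured 30 min after ONE-Glo reagent at room temperature, was the read-out. Beforehand, 2,000 cells per well were exposed for 16 hr at 37 °C to 5-fluorouridine together with compound or vehicle.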
# p53 reactivation = restores transcriptional activity of mutant p53 | H1299 p53-A138V BP100-luciferase reporter, luminescence, 24 h | Potency, µM (top dose mostly 92.2 µM), for inactives: top-dose activity change, positive = activation, hits mostly activators | 320,000 tested, 0.063% active | AID 504706; also: potency is read from the fitted curve at half-maximal effect; % of control where 0% means no effect; nearly all actives have a fitted effect of over 45% in size
#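 p53-null H1299 cells stably carrying temperature-sensitive p53-A138V and a BP100-luciferase reporter were pinned with compounds (4-point, 1:5 series) and held 24 hrs at 37 deg C. Luminescence was read 10 min after detection reagent.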
# FLuc modulator = firefly luciferase modulation, counter-screen for miR-21 project; P08659; purified FLuc, Km substrates, luminescence inhibition; Potency, µM (series often up to 57.5 µM), for inactives: at the highest dose activity change, negative = inhibition, usual class: inhibitors; 360,000 tested, 6.9% active; AID 588342;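 also: potency is read from the fitted curve at half-maximal effect; plate controls were vehicle for no effect and reference inhibitor for full effect; nearly all actives have a fitted effect of over 55% in size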
#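 Purified P. pyralis luciferase (10nM final) with 10uM D-luciferin and 10uM ATP (Km levels) in 50mM Tris acetate pH 7.5, 10mM Mg acetate, 0.01% Tween-20, 0.05% BSA; qHTS 6-point titration, ~60 µM downward; luminescence read.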
# * marks the source's active call; other numbers are inactive results; ? = inconclusive; nt = no result given; [ ] = remark or other dose. Unless noted, calls follow the shape of the dose curve; as a rule, active = well fitted curve in the direction sought with a large enough effect; inconclusive = small, poorly fitted or top-dose-only effect, or another doubt; inactive = no such curve, though single readings can be large; an effect the other way counts as inactive or inconclusive.
SMILES,RORg inh,Tb PFK inh,Rab9 prom act,Gal4-VP16 FLuc,ELG1 genotoxic,NPC1 promoter act,TRPV1 ag,BRCA1 expr act,ELG1 DNA repair,p53 reactivation,FLuc modulator
Cc1[nH]c2ccccc2c1/C=N/NC(=S)NCc1ccccc1,11.2µM*,0.0%,-8.4%,?,8.9%,-1.5%,4.6,-9.1%,-7.1%,-2.9%,?
CCCc1cc(C(=O)Nc2ccccc2SC)no1,22.6%,0.0%,?,2.6%,?,17.2%,-0.7,38.5%,?,10.0%,?
COc1cc(C(c2nnnn2C(C)(C)C)N2CCN(C)CC2)cc(OC)c1OC (configuration not stated),1.6%,-0.5%,0.9%,-1.6%,0.0%,0.5%,2.9,-15.3%,0.0%,-2.9%,1.4%
COc1cccc(N/C=C/c2onc(C)c2[N+](=O)[O-])c1,1.1%,1.5%,2.51µM*,21.6%,?,?,0.9,3.98µM*,?,-1.6%,-2.8%
O=C(NCC1COc2ccccc2O1)C1CCCN(S(=O)(=O)c2cccc3nsnc23)C1 (configuration not stated),?,-0.3%,-8.1%,-4.8%,-2.0%,-2.0%,-0.5,-1.1%,-15.6%,1.8%,1.0%
COc1ccc(OC)c(/C=C2\S/C(=N/NC(=O)c3ccc4ccccc4c3)NC2=O)c1,1.41µM*,-1.4%,-7.8%,?,-1.1%,-0.6%,-8.0,-30.4%,-2.8%,-10.7%,-18.4%
COc1ccc(C(=O)Oc2cc(/C=N/NS(=O)(=O)c3ccc(C)cc3)ccc2OC)cc1,17.5%,2.4%,-0.8%,-5.0%,-0.9%,-0.4%,-2.3,-19.3%,-7.1%,-1.6%,3.4%
Cc1nn(CC(=O)NNC(=O)c2ccccc2F)c([N+](=O)[O-])c1Br,-27.9%,-12.2%,-1.7%,12.1%,-3.3%,-3.8%,nt,-19.2%,-12.0%,-2.0%,-3.7%
N=C1C(c2nc3ccccc3s2)=C(O)CN1NC(=O)c1ccccc1[N+](=O)[O-],0.0%,0.4%,0.3%,-3.3%,?,-4.6%,-3.3,13.3%,-12.3%,17.3%,-2.2%
O=C1C2C3C=CC(C3)C2C(=O)N1/N=C/c1ccc(-c2ccccc2[N+](=O)[O-])o1 (configuration not stated),?,7.7%,23.7%,3.2%,2.7%,17.2%,-1.8,21.8%,?,?,19µM*
CC1(C)CC(=O)c2cnc(N)nc2C1,17.1%,0.8%,2.8%,?,4.3%,-0.3%,6.0,0.5%,8.8%,4.4%,-6.9%
CCOc1ccc(NC(=O)CSc2nnc(CNC(=O)c3ccco3)o2)cc1,-14.6%,0.5%,1.9%,3.9%,-1.4%,-6.5%,2.4,-8.1%,9.9%,2.5%,2.3%
COc1ccc(C(=O)NCc2cn3ccsc3n2)cc1OC,-8.0%,-3.7%,0.1%,5.1%,-1.1%,8.3%,-0.3,-8.8%,8.0%,-9.1%,0.0%
CC(C)c1ccc(C(C(=O)NC2CCCC2)N(C(=O)c2csnn2)C2CC2)cc1 (configuration not stated),7.5%,0.6%,-4.5%,1.3%,-0.7%,-1.1%,8.7,-11.4%,-2.2%,-4.1%,0.2%
Cc1ccc(SCC(=O)N2CCC(C(N)=O)CC2)cc1,-2.0%,-2.8%,1.3%,4.6%[10 µM],?,-0.5%,11.9,0.6%,?,4.1%,4.3%
COc1cccc(-c2csc(N3CCN(C(=S)Nc4ccccc4OC)CC3)n2)c1,7.94µM*,-0.7%,-2.0%,?,1.2%,-1.8%,0.5,-0.7%,-6.0%,0.9%,?
Cc1nc(NCC2CCCO2)c2oc3ccccc3c2n1 (configuration not stated),-10.3%,0.1%,-2.6%,-15.0%,-6.3%,-1.7%,7.5,-26.2%,-1.1%,-1.8%,-7.8%
CCOC(=O)c1ccc(NC(=O)N2CCc3ccccc32)cc1,-2.3%,-0.4%,1.78µM*,-22.1%,8.2µM*,1.78µM*,?,?,?,?,1.9µM*
COc1cc(NC(=O)CN2CCN(c3ccccc3)CC2)c(C)cc1[N+](=O)[O-],1.3%,-1.2%,0.8%,5.8%,2.2%,-2.7%,1.3,7.5%,1.1%,1.4%,-0.9%
COc1ccccc1CNC(=O)c1cccc2c1C(=O)N(Cc1cccnc1)C2,-15.7%,-9.2%,3.6%,-13.0%,-4.6%,-4.5%,0.1,-2.5%,11.1%,3.7%,5.7%
COc1ccc(NC(=O)C(NC(C)=O)C(=O)NCc2ccccc2OC)cc1 (configuration not stated),11.0%,-2.8%,0.2%,3.0%,-0.8%,-4.7%,5.1,-15.1%,4.1%,2.8%,-2.7%
COc1cccc(CNC(=O)C(=O)N2CCC3(CC2)OCCN3S(=O)(=O)c2ccc(C)cc2)c1,nt,-6.0%,1.9%,nt,-1.3%,2.0%,-2.4,-1.6%,-18.7%,-9.2%,5.0%
O=C(CS(=O)(=O)c1cn(Cc2ccc(Cl)cc2)c2ccccc12)N1CCCC1,22.2%,5.4%,-3.8%,1.9%,-8.4%,0.5%,nt,-24.1%,-24.1%,-6.9%,1.2%
O=C1c2ccccc2[C@@H]2C[C@@H](O)[C@H](Nc3cccc4ccccc34)CCN12,nt,0.0%,nt,nt,-1.9%,nt,nt,-1.8%,?,-0.4%,nt
C=CCC(NCc1ccccc1)c1ccccc1 (configuration not stated),6.8%,0.0%,-6.2%,-4.2%,-2.2%,1.2%,?,1.6%,20.8%,3.8%,-0.4%
Cc1cc(C(C)(C)C)cc(C)c1CCNC(=O)c1ccc[n+]([O-])c1,-32.7%,-1.0%,1.9%,-6.1%,-4.3%,0.2%,?,-5.9%,?,-1.2%,-0.4%
CCCOC(=O)C1=C(C)NC2=C(C(=O)CCC2)C1c1ccc(N(C)C)cc1 (configuration not stated),29.9%,-10.1%,-4.7%,-4.1%,8.3%,-3.9%,4.7,-7.8%,-0.6%,-5.0%,3.7%
COC(=O)CNS(=O)(=O)c1ccc(Cc2ccc(S(=O)(=O)NCC(=O)OC)cc2)cc1,41.8%,-0.1%,1.26µM*,16.3%,?,0.631µM*,13.5,4.8%,?,?,3.79µM*
COc1cc(C(F)(F)F)c(C(=O)N(C)Cc2cc(Cl)cc(Cl)c2)cn1,25.6%,1.6%,-1.4%,-7.4%,-3.0%,-1.8%,5.7,-0.3%,?,9.7%,0.5%
O=C(CCN1C(=O)C2CCCCC2C1=O)Nc1nc2c(F)cc(F)cc2s1 (configuration not stated),nt,-0.4%,1.41µM*,nt,?,2.51µM*,23.8,82.1%,?,?,-19.4%
Cc1ccc(S(=O)(=O)N(CC(=O)N2CCOCC2)c2ccc(C(C)C)cc2)cc1,-19.2%,-8.1%,-1.9%,-2.9%,-1.0%,0.9%,?,-3.7%,30.1%,-4.9%,-2.0%
CC(C)(C)OC(=O)NCCc1nnc(SCC(=O)c2ccc(Cl)cc2)o1,?,1.8%,-6.5%,?,-5.7%,-1.2%,19.1,-22.9%,?,-1.8%,5.2%
N#Cc1cccc(C(c2nnnn2C2CCCC2)N2CCCCCC2)c1 (configuration not stated),-22.1%,9.0%,5.4%,4.1%,-0.1%,-1.9%,10.4,-35.6%,-0.7%,1.2%,2.2%
COc1cc(C)nc(NS(=O)(=O)c2ccccc2Cl)n1,-11.7%,-0.4%,-0.3%,-9.7%,1.4%,0.3%,-0.4,-25.8%,1.2%,3.1%,3.0%
O=C(CCC1CCN(Cc2ccccc2O)CC1)NC1CC1,-23.1%,5.5%,-1.0%,-5.7%,-0.3%,-2.6%,1.9,-0.3%,?,nt,5.2%
COCCNC(=O)C(c1ccc(F)cc1)N(Cc1ccccc1)C(=O)CCC(=O)Nc1ccccn1 (configuration not stated),-1.0%,-0.2%,-0.5%,-10.0%,1.0%,-0.3%,1.8,0.7%,-5.8%,1.6%,0.1%
COc1ccc(NCC(=O)N/N=C/C(C)c2ccccc2)cc1 (configuration not stated),-14.9%,-2.2%,-2.9%,-8.4%,-0.5%,-0.6%,-0.7,-12.4%,2.3%,-1.6%,0.9%

# Two compounds picked at random from the list so far, as already listed:
SMILES,RORg inh,Tb PFK inh,Rab9 prom act,Gal4-VP16 FLuc,ELG1 genotoxic,NPC1 promoter act,TRPV1 ag,BRCA1 expr act,ELG1 DNA repair,p53 reactivation,FLuc modulator
O=C(CCC1CCN(Cc2ccccc2O)CC1)NC1CC1,-23.1%,5.5%,-1.0%,-5.7%,-0.3%,-2.6%,1.9,-0.3%,?,nt,5.2%
O=C1C2C3C=CC(C3)C2C(=O)N1/N=C/c1ccc(-c2ccccc2[N+](=O)[O-])o1 (configuration not stated),?,7.7%,23.7%,3.2%,2.7%,17.2%,-1.8,21.8%,?,?,19µM*

# Screens deposited in PubChem BioAssay by National Center for Advancing Translational Sciences (NCATS).
